Screens (PubChem BioAssay)
bIAP inh: intestinal alkaline phosphatase (bovine) inhibition; purified bovine IAP, CDP-star luminescence, 30 min; inhibition, % at 20 µM; 190,000 tested, under 10 active;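 active = over 50% inhibition of intestinal alkaline phosphatase at 20 µM in the single-dose screen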
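Incubation: 30 min reaction at room temperature / Material: purified bovine intestinal alkaline phosphatase (IAP) enzyme / Input: enzyme at 1/65,000,000 dilution / Dosing: 20 µM single dose / Signal: CDP-star luminescence signal / Reagent: CDP-star chemiluminescent phosphatase substrate, 30 µM final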
PPARg SRC-2 ag: promotes SRC-2 coactivator recruitment by human PPARgamma; P37231; PPARgamma LBD-SRC-2 recruitment, biochemical; activation, % at 8 µM; 200,000 compounds, 0.34% hits; AID 1032; in the data active = activation above about 22%;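 also: 0% = vehicle and 100% = reference agonist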
Target sequence (P37231 whole entry, looked up, the tested form may be a part): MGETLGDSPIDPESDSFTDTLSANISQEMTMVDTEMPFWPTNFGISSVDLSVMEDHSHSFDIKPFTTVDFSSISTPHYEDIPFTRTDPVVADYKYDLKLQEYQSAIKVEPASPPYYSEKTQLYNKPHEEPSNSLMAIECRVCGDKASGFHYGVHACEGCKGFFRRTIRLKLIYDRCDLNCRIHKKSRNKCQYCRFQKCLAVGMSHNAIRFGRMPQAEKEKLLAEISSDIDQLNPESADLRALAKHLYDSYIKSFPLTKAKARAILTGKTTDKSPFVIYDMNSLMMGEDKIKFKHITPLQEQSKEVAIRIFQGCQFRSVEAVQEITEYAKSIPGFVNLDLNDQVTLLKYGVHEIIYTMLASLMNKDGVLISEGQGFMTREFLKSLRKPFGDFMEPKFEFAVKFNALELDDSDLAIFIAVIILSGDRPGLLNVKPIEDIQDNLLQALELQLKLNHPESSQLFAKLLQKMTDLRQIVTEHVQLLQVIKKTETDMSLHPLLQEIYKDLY
PPARg SRC3 recr: PPARgamma-driven SRC-3 recruitment agonism; activation, % at 8 µM; AID 731; biochemical PPARgamma/SRC-3 coactivator recruitment assay; P37231; 200,000 compounds, 0.26% hits; in the data active = activation above about 23%;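 also: 0% = DMSO and 100% = reference agonist; some compounds past the cut are filed as inactive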
bIAP activator: intestinal alkaline phosphatase (bovine) activation | 200,000 compounds, 0.17% hits | activation factor at 20 µM | purified bovine IAP, CDP-star luminescence, 30 min; hits give high values; fold of DMSO-control signal, blank-subtracted;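 active = activation factor of 2 or more at 20 µM, a signal rise over negative controls twice the positive control's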
Efa HMGR inh: E. faecalis class II HMG-CoA reductase inhibition | 190,000 compounds, 0.41% hits | inhibition, % at 10 µM | purified E. faecalis HMGR, NADPH absorbance 340 nm kinetic;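 active = inhibition above a set limit, the median over all tested compounds plus 3 SD, cut at about 9.5% in these data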;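 also: enzyme runs in reverse so mevalonate oxidation gives rising NADPH absorbance; 0% = complete reaction with DMSO and 100% = background rate lacking mevalonate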
TNAP inh noacc: blocks human TNAP activity with no phosphate acceptor present; 200,000 compounds, 0.26% hits; purified TNAP, CDP-star luminescence, 30 min; inhibition, % at 20 µM; AID 1012; P05186;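 active = tissue-nonspecific alkaline phosphatase inhibition above about 50% at 20 µM in the single-dose screen, limit read from the data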;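 also: 0% = DMSO negative control and 100% = EDTA positive control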
Target sequence (P05186 whole entry, looked up): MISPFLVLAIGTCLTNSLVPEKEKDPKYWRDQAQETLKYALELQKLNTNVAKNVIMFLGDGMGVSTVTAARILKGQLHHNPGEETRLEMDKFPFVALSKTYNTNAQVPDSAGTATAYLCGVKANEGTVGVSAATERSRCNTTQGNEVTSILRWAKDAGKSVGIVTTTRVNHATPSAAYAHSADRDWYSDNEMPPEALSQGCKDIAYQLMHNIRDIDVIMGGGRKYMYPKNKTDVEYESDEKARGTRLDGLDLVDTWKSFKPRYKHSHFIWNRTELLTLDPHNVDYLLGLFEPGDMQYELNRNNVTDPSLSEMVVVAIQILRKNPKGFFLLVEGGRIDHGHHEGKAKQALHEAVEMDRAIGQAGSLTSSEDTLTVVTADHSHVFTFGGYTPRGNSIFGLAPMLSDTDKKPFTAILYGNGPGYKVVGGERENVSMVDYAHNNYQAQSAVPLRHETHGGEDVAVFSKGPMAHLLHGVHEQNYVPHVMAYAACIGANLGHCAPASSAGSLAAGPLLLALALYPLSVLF
PPARg SRC1 recr: agonists of human PPARgamma SRC-1 coactivator recruitment. P37231. PPARgamma-SRC-1 coactivator recruitment biochemical assay. activation, % at 8 µM. 200,000 compounds, 0.41% hits. AID 631; in the data active = activation above about 19%;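 also: 0% = DMSO and 100% = reference agonist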
TNAP inh hi DEA: blocks human TNAP under high phosphate acceptor concentration; P05186; purified TNAP, CDP-star luminescence, 1 M DEA; inhibition, % at 20 µM; 200,000 compounds, 0.03% hits;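 active = over 50% inhibition of tissue-nonspecific alkaline phosphatase at 20 µM in the single-dose screen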;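 also: plate controls were DMSO wells for no effect and EDTA-quenched wells as full inhibition for full effect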
TNAP act hiacc: TNAP (human) activation, high acceptor; AID 1136; 200,000 tested, under 10 active; purified TNAP, CDP-star luminescence, 1 M DEA, 30 min; hits give high values; 0 = EDTA background, 1 = DMSO-only activity; activation factor at 20 µM;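 active = activation factor at least 2 at 20 µM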
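Dosing: 20 µM single point. System: human TNAP. Amount: TNAP 1/800 final. Incubation: 30 min, room temperature. Read-out: TNAP activation factor scaled between EDTA and DMSO control wells. Signal: luminescence from CDP-star hydrolysis. Medium: 1 M DEA, pH 9.8, Mg2+, Zn2+. Control set: EDTA negative control, DMSO positive control.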
TR-FRET SRC-2 ct: flags TR-FRET format artefacts in PPARgamma SRC-2 recruitment agonist screen | TR-FRET ratio at 8 µM | 200,000 compounds, 0.4% hits | TR-FRET artefact counter-screen; hits give high values | AID 1049; in the data active = TR-FRET ratio above about 2000; also: inactives centre near 1500
* = called active by the depositor; · = no result given.

SMILES	bIAP inh	PPARg SRC-2 ag	PPARg SRC3 recr	bIAP activator	Efa HMGR inh	TNAP inh noacc	PPARg SRC1 recr	TNAP inh hi DEA	TNAP act hiacc	TR-FRET SRC-2 ct
O=C(Nc1cccn2ncnc12)c1cccc(C(F)(F)F)c1	-7	4	-4	1.1	4	-5	9	2	1	1554
Cc1cc(OC(=O)N2CCOCC2)cc(C)c1Cl	8	-5	-9	0.9	-10	-6	-6	-7	1.1	1474
O=C(CSc1cccc[n+]1[O-])CSc1cccc[n+]1[O-]	-10	-1	5	1.1	-2	-2	0	5	1	1403
O=C(COc1ccc(/C=N/NS(=O)(=O)c2ccccc2)cc1)NCc1ccccc1	8	9	4	0.9	-7	-8	1	0	1	1668
O=C(CSc1nc(-c2ccccc2)c(-c2ccccc2)o1)NC1CCS(=O)(=O)C1 (centres undefined)	-6	9	6	1.1	4	-14	6	-8	1.1	1747
Cc1cccc(-n2cnc3cc(C(=O)N4CCCCC4)ccc32)c1	-8	1	-13	1.1	1	-11	4	-4	1	1429
OCCC1CN(Cc2ccon2)CCN1Cc1ccc(F)c(F)c1 (centres undefined)	5	-1	3	1	4	-3	-9	-7	1.1	1503
CCSc1sc(CC)cc1C=O	8	8	2	0.9	-1	-8	-1	3	1	1598
O=C1c2cccnc2C(Nc2ccccc2)N1Cc1ccco1 (centres undefined)	11	11	-1	0.9	-5	-14	2	-2	1	1605
COc1ccc(CC(=O)NCc2nnc(SCC(=O)N3CCN(c4ccccc4)CC3)n2C)cc1	·	-8	-3	·	·	·	3	·	·	1441
O=C(NCCc1c[nH]c2ccccc12)Nc1ccccc1	24	2	-4	0.8	-6	-11	0	0	1	1570
O=C(Nc1ccccc1O)c1nc(Cl)ccc1Cl	-4	2	1	1	5	-1	-1	-2	1	1626
Cn1nnnc1SCC(=O)N1CCN(Cc2ccccc2)CC1	9	7	10	0.9	1	-8	10	1	1	1504
CCCC(=O)NCc1cc(-c2nn(C)c(=O)c3ccccc23)ccc1OC	1	6	1	1	0	-17	4	-5	1.1	1762
Cc1c(Cl)cccc1NC(=O)CSC(N)=O	37	-3	0	0.6	-1	24	4	-6	1.1	1825
CCO[C@@H]1OC(C(=O)NCc2ccccc2)=C[C@H](c2cn(C(C)=O)c3ccccc23)[C@H]1CCCO	-30	-1	-2	1.3	-1	-5	4	-6	1.1	1365
COc1ccc(OC)c(-c2cnc(OC(C)(C)C)nc2OC(C)(C)C)c1	5	14	2	1	-3	-32	-1	-4	1	1546
O=C(Nc1ccc(S(=O)(=O)NCc2ccccc2)cc1)Nc1ccc2c(c1)OCO2	20	10	6	0.8	1	-10	10	-1	1	1484
c1cc(-c2ccncc2)ccn1	-3	4	1	1	-1	-2	10	0	1	1496
CCN1CCN(Cc2nc3c(c(=O)n(C)c(=O)n3C)n2CCc2ccccc2)CC1	2	4	4	1	-7	-5	6	1	1	1448
COc1ccc(C2=NN(C(C#N)c3ccc(OC)cc3)C(c3ccccc3)C2)cc1 (centres undefined)	21	0	0	0.8	-2	-5	7	-4	1	1306
Cc1csc(SC(C)C(=O)Nc2ccc3c(c2)OCCO3)n1 (centres undefined)	2	9	3	1	-6	-19	1	-4	1	1762
COc1ccccc1CN1C[C@@H]2C[C@@H](c3ccccc3C)N3CCC[C@@]23C1=O	7	1	-2	0.9	-5	-13	-7	-8	1.1	1254
CS(=O)(=O)NN1C(=O)c2ccccc2NC1c1cccc2cccnc12 (centres undefined)	-32	11	0	1.3	-6	-15	1	0	1	1584
Cc1nnc(N/N=C/c2cc([N+](=O)[O-])c(N3CCC(C)CC3)cc2N2CCC(C)CC2)n1N	11	3	-12	0.9	-1	8	0	3	1	1472
Cc1ccc2cc(CCNC(=O)c3ccc(S(=O)(=O)N4CCCCC4)cc3)c(=O)[nH]c2c1	-2	-1	-1	1	-3	-6	-4	-2	1	1567
O=S(=O)(NCC(c1cccnc1)N1CCN(Cc2ccccc2)CC1)c1ccccc1 (centres undefined)	13	-3	-3	0.9	-4	-10	0	-2	1	1488
O=C(Nc1cccc(Cl)c1N1CCCC1)c1cccc(-c2cc3ccccc3oc2=O)c1	6	4	5	0.9	-2	-6	-2	-3	1	1614
Cn1c(CCNC(=O)C(C)(C)C)nc2ccccc21	14	6	-4	0.9	-5	-2	1	-8	1.1	1527
Cc1ccc(S(=O)(=O)CC(=O)Nc2ccc(Cl)cn2)cc1	-7	-2	-3	1.1	-6	-11	10	-3	1	1676
CCCCCNC(=O)CN(c1ccc2c(c1)OCO2)S(C)(=O)=O	4	5	-3	1	-6	16	5	4	1	1668
CCOC(=O)CSc1nnc(CNc2nc(-c3ccccc3)cs2)n1C	0	8	-4	1	-1	-7	1	0	1	1458
CC(C)(C)c1ccc(/C=C/C(=O)NC2CCS(=O)(=O)C2)cc1 (centres undefined)	9	-2	3	0.9	1	-2	9	-5	1.1	1629
O=C(C[n+]1cc(-c2ccc(F)cc2)n2c1CCC2)Nc1nc(-c2ccccc2)cs1	45	-6	3	0.5	-1	-4	-1	2	1	1644
COc1ccc(Cn2c(-c3ccc(OC)cc3)nc3ccccc32)cc1	6	13	-6	0.9	1	-27	5	-1	1	1543
O=C(C1CCN(S(=O)(=O)c2cccnc2)CC1)N1CCN(c2cccc(Cl)c2)CC1	-5	10	4	1.1	-2	-10	0	-4	1	1645

Reformatted: two of the compounds above
The line under a structure holds: bIAP inh	PPARg SRC-2 ag	PPARg SRC3 recr	bIAP activator	Efa HMGR inh	TNAP inh noacc	PPARg SRC1 recr	TNAP inh hi DEA	TNAP act hiacc	TR-FRET SRC-2 ct
Cc1ccc2cc(CCNC(=O)c3ccc(S(=O)(=O)N4CCCCC4)cc3)c(=O)[nH]c2c1
 : -2	-1	-1	1	-3	-6	-4	-2	1	1567
O=C(C1CCN(S(=O)(=O)c2cccnc2)CC1)N1CCN(c2cccc(Cl)c2)CC1
 : -5	10	4	1.1	-2	-10	0	-4	1	1645

Remaining list, next part.
SMILES	bIAP inh	PPARg SRC-2 ag	PPARg SRC3 recr	bIAP activator	Efa HMGR inh	TNAP inh noacc	PPARg SRC1 recr	TNAP inh hi DEA	TNAP act hiacc	TR-FRET SRC-2 ct
O=C(N/N=C/c1ccc(OC2CSC2)cc1)c1ccc(CN2CCOCC2)cc1	-4	5	0	1	-10	-9	0	-2	1	1618
Cc1ccc(C)c(-n2cc(CNCCCn3cccn3)c(-c3ccccc3)n2)c1	-3	12	3	1	-4	-5	5	0	1	1660
Cn1c(=O)c(C(=O)COC(=O)c2cc(-c3ccco3)nc3ccccc23)c(N)n(Cc2ccccc2)c1=O	6	6	2	0.9	-5	8	10	5	0.9	1730
CC1CC1c1ccc(/C=C(\C#N)C(=O)Nc2cccc(Cl)c2Cl)o1 (centres undefined)	1	8	4	1	-4	-1	10	10	0.9	1439
CCCCOc1c(C(=O)Nc2ccccc2)nnn1-c1ccccc1	-2	-5	5	1	1	2	12	-2	1	1458
COc1cc(NC(=O)c2ccc(COCC(F)(F)F)cc2)cc(OC)c1OC	2	0	5	1	2	-17	9	-8	1.1	1512
O=C(Nc1ccccc1C(=O)N1CCCC1)c1ccc(Cl)c([N+](=O)[O-])c1	-12	6	7	1.1	-5	-10	3	-2	1	1645
CC1CCN(c2nc3ccccc3n2CC(=O)c2ccccc2)CC1	-10	-2	6	1.1	-7	-11	-3	-4	1	1931
COc1ccc2ccccc2c1/C=N/N1C(=O)CSC1=S	1	3	8	1	1	2	9	4	1	1740
COc1ccc(-c2cc3ccccc3oc2=O)cc1NC(=O)c1ccc([N+](=O)[O-])o1	-2	5	-1	1	-1	-6	2	-1	1	1556
OCC1(CCOc2ccccc2)CCN(Cc2ccc3c(c2)OCCO3)CC1	-18	-9	4	1.2	-1	-9	-6	-6	1.1	1226
O=C(COC(=O)c1ccc2c(c1)OCO2)Nc1nc(-c2ccccc2)cs1	1	6	-1	1	-2	-6	3	-5	1	1616
CCC(=O)Nc1ccc2oc(-c3cccc(C)c3)nc2c1	2	5	-2	1	-5	-13	0	-3	1	1430
CC(C)(C)NC(=O)c1ccc2c(c1)N(CC(=O)N1CCN(c3ccc(F)cc3)CC1)C(=O)C(C)(C)O2	-3	-1	10	1	-2	15	3	-2	1	1427
CC(=O)C1=C(C)NC(SCC(N)=O)=C(C#N)C1CC(C)C (centres undefined)	6	9	1	0.9	1	-19	7	-4	1	1670
Cc1nc(NC(C)C)c2cnn(CCc3ccccc3)c2n1	7	1	-2	0.9	5	-13	-3	-6	1.1	1430
Cc1nn(CCCC(=O)Nc2c(F)cc(F)cc2Br)c(C)c1[N+](=O)[O-]	4	8	0	1	2	-13	2	-5	1	1591
CCOC(=O)C1(C)/C(=N/Nc2ccccc2)C(=O)C(=O)N1c1ccccc1 (centres undefined)	22	11	0	0.8	-1	13	8	1	1	1676
CCS(=O)(=O)NCCc1cc2c(OC)ccc(OC)c2[nH]c1=O	20	-6	-20	0.8	0	-5	-8	-3	1	1534
Nc1ncnc2c1ncn2CCNCCc1ccccc1	8	3	10	0.9	0	-13	3	-6	1.1	1579
CN=C(NC#N)SCC(=O)c1ccc(Cl)cc1Cl	19	4	13	0.8	-3	-12	11	-8	1.1	1641
N#Cc1nc(N)nc(N(c2ccccc2)c2ccccc2)n1	8	-15	-3	0.9	2	-8	11	0	1	1633
NS(=O)(=O)c1ccc(CCNC(=O)c2cncc(Br)c2)cc1	3	-5	-5	1	-6	-3	0	1	1	1663
COC(=O)[C@H](C)NC(=O)NCc1ccccc1F	3	0	0	1	-1	-7	-5	0	1	1525
Cc1cc(-n2c(C)cc(C(=O)CN3C(=O)NC4(CCCC4)C3=O)c2C)no1	7	-3	-4	0.9	1	-17	4	-5	1.1	1373
CNC(=O)Nc1ccc2nc(C)sc2c1	-18	-8	0	1.2	9	-3	0	-1	1	1621
Cc1ccc(NC(=O)C(=O)NNC(=O)c2ccccc2C)cc1Cl	-5	-6	-1	1.1	1	-157	-8	-7	1.1	1542
COc1ccc(CNC(=O)C2CCN(S(C)(=O)=O)CC2)cc1	4	3	-4	1	-2	-2	6	5	0.9	1605
COc1ccc(CNC(=O)CN(Cc2ccc(OC)cc2)C(=O)c2csnn2)cc1	-6	7	1	1.1	-3	-3	-1	-1	1	1639
CN(C)S(=O)(=O)c1cc(NC(=O)[C@H](Cc2ccccc2)N2C(=O)c3ccccc3C2=O)ccc1Cl	4	-1	-2	1	-3	-3	-2	-3	1	1463
Cc1cc(Cl)ccc1OCCCC(=O)N1CCN(C)CC1	-5	1	10	1.1	0	2	1	-2	1	1486
O=C(Nc1ccccn1)C(=O)N1CCCCC1	-1	-1	-2	1	-8	-12	8	-4	1	1473
Cc1cc(NC(=O)CN2CCC(n3nnc4cc(C(F)(F)F)ccc43)CC2)no1	-12	4	14	1.1	0	-9	10	-4	1	1440
CC(=O)Nc1ccc(S(=O)(=O)N2CCN(C)CC2)cc1	5	2	-1	1	-8	-5	2	-7	1.1	1466

Look-ups from the results shown:
Cc1ccc(NC(=O)C(=O)NNC(=O)c2ccccc2C)cc1Cl @ TNAP inh hi DEA = -7
CNC(=O)Nc1ccc2nc(C)sc2c1 @ TNAP inh noacc = -3
CN(C)S(=O)(=O)c1cc(NC(=O)[C@H](Cc2ccccc2)N2C(=O)c3ccccc3C2=O)ccc1Cl @ TR-FRET SRC-2 ct = 1463
COc1ccc(CNC(=O)C2CCN(S(C)(=O)=O)CC2)cc1 @ bIAP inh = 4
Cc1cc(Cl)ccc1OCCCC(=O)N1CCN(C)CC1 @ PPARg SRC1 recr = 1
